NS5 inhibitors – Dengue-2 NS5 methyltransferase inhibitors, primary screen, biochemical, confirmation dose response (AID 588689) | Dengue-2 NS5 methyltransferase capping enzyme assay, biochemical; higher % means a stronger effect | inhibition, % at 25 µM, or IC50 in µM where a hit was titrated | 340,000 tested, 0.3% active; in the data active = a potency from the dose series; inconclusive = inhibition above about 29% without an active follow-up result
Rac1 GTP hydrolysis – MgcRacGAP GTPase-activating activity inhibitors, confirmation, biochemical, ADP Hunter fluorescence. MgcRacGAP-stimulated Rac1 GTP hydrolysis, ADP Hunter fluorescence; higher % means a stronger effect; GST-tagged Rac1 F28L mutant substrate. inhibition, % at 30 µM; hits with a dose series show IC50 in µM. 340,000 tested, 0.6% active;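 active = first-screen hits whose inhibition reached a set limit at any dose in the follow-up dose series; inconclusive = inhibition above the set first-screen limit but never retested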;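 also: fluorescence reports GDP produced by GAP-driven GTP hydrolysis; strong numbers were not always called active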
SV40 large T antigen – SV40 large T antigen inhibitors, biochemical (AID 1903); inhibition, % at 20 µM, or IC50 in µM where a hit was titrated; 310,000 tested, 0.39% active; SV40 large T antigen ATPase/helicase inhibition assay; higher % means a stronger effect; in the data active = a potency from the dose series; inconclusive = inhibition mostly from about 32% at the one dose, without a potency; inactive = the rest, 99 in 100 with inhibition below about 32%; also: strong numbers were not always called active
GPR55 antagonists – GPR55 antagonists blocking LPI-driven arrestin recruitment, primary screen, imaging, U2OS, beta-arrestin-GFP, LPI agonist (AID 2013) | U2OS GPR55 beta-arrestin-GFP translocation imaging, LPI antagonism; higher % means a stronger effect | inhibition, % at 10 µM; hits with a dose series show IC50 in µM | 290,000 tested, 0.13% active;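 active = spots per cell inhibited over 60%, with over 100 cells counted and total cytoplasm intensity under 500,000; inconclusive = wells with under 100 cells, flagged as likely toxic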;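 also: U2OS cells stably carrying GPR55 and arrestin-GFP stimulated by 5 µM LPI near EC80; imaged beta-arrestin-GFP aggregate spots per cell after agonist stimulation; plate controls were LPI-stimulated DMSO wells for no effect and DMSO wells without LPI for full effect; some results filed as inactive read as strong as hits; confirmed hits need IC50 under 10 µM and bright autofluorescent wells are also inconclusive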
UTI89 phage lysis – inhibition of K1F phage lysis, E. coli UTI89, bacterial capsule biogenesis inhibitors, alamar blue (AID 488966). E. coli UTI89 K1F phage lysis, alamar blue, 2 h; higher % means a stronger effect. one-dose inhibition, % at 100 µM; IC50 in µM for titrated hits. 340,000 tested, 0.02% active;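 active = phage lysis inhibition, versus mean bacterial control, above a set limit; inconclusive = no clear call, values can overlap the other calls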;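 also: capsule biogenesis inhibitors block K1F phage lysis so surviving cells raise fluorescence; higher fluorescence means more inhibition of phage lysis; actives were called in the ten point dose series up to 300 µM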
PhoP inhibition – PhoP-dependent GFP reporter repression – Salmonella Typhimurium, primary screen (AID 1863). S. Typhimurium PhoP-regulated promoter GFP reporter, 4 h; higher % means a stronger effect. one-dose inhibition, % at 50 µM; IC50 in µM for titrated hits. 300,000 tested, 0.16% active;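 active = inhibition over 29.93%, a cutoff 3 SD above the screen mean, later confirmed by dose response; inconclusive = inhibition over 29.93% but no dose response follow-up; inactive = inhibition at most 29.93% or unconfirmed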;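 also: 0% = low Mg2+ inducing control and 100% = high Mg2+ repressing control; strong numbers were not always called active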
GPR35 arrestin U2OS – GPR35 antagonists blocking zaprinast-driven arrestin recruitment, primary screen, imaging, U2OS, beta-arrestin-GFP, zaprinast agonist (AID 2058) | one-dose inhibition, % at 10 µM; IC50 in µM for titrated hits | 290,000 tested, 0.052% active | U2OS GPR35 beta-arrestin-GFP translocation imaging, zaprinast antagonism; higher % means a stronger effect;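 active = inhibition of at least 50% with at least 30 cells and total cytoplasm GFP at most 10,000,000; inconclusive = under 30 cells or total GFP of 10,000,000 plus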
HIV fusion peptide – cell-free HIV fusion peptide-binding blockers – biochemical, uHTS, fluorescence dequenching, primary screen (AID 1986). cell-free peptide binding, fluorescence dequenching, 30 min; higher % means a stronger effect. one-dose inhibition, % at 20 µM; IC50 in µM for titrated hits. 290,000 tested, 0.3% active; in the data active = inhibition mostly above about 52%, no sharp cut-off; inactive = mostly below about 76%; also: some results filed as inactive read as strong as hits
RSV CPE inhibition – RSV antiviral activity via CPE protection, HEp-2 cells, primary 10 µM value included (AID 2391). one-dose CPE inhibition, % at 10 µM; IC50 in µM for titrated hits. 310,000 tested, 0.13% active. HEp-2 cells, RSV-induced CPE inhibition; higher % means a stronger effect; in the data active = a potency from the dose series; inconclusive = CPE inhibition mostly from about 23% at the one dose, without a potency; inactive = the rest, 99 in 100 with CPE inhibition below about 21%; also: strong numbers were not always called active
NS5 inhibitors pilot replicate – further read-out of NS5 inhibitors, marked with its call; inhibition, %; measured here: pilot screen replicate inhibition
* hit, by the source's call; ? = inconclusive; · = not tested or not shown; [ ] = remark or other dose. Not a hit list; any-hit rate near 1.5%.

SMILES	NS5 inhibitors	Rac1 GTP hydrolysis	SV40 large T antigen	GPR55 antagonists	UTI89 phage lysis	PhoP inhibition	GPR35 arrestin U2OS	HIV fusion peptide	RSV CPE inhibition	others
O=C(COC(=O)c1n[nH]c2ccccc12)Nc1ccc(S(=O)(=O)N2CCCC2)cc1	-0.7%	11.2%	12.7%	4.2%	0.2%	-8.2%	7.3%	4.0%	9.7%
CCCNC(=O)COC(=O)c1ccc(OCC(=O)Nc2ccccc2OC)c(OC)c1	-4.8%	9.7%	?	-10.0%	0.1%	-3.6%	2.4%	-2.4%	2.2%
O=C(CSc1nnc(CCc2ccccc2)n1-c1ccc(Cl)cc1)c1ccccc1	-3.9%	4.7%	9.8%	47.6%	1.7%	12.4%	-10.4%	0.2%	17.5%
COc1cccc(N2C(=O)C3CCCN3C2c2ccc(Cl)cc2)c1 (configuration not stated)	-1.4%	6.0%	-2.1%	-1.1%	0.1%	7.9%	10.4%	1.4%	-1.7%
CC(=O)NCCOc1cccc2cccnc12	1.4%	4.7%	17.9%	6.4%	-0.8%	3.1%	-4.7%	-0.2%	-0.9%
COc1ccc(C(=O)NCc2nnc(SCC(=O)Nc3ccccc3OC)n2C)cc1	-5.7%	2.5%	9.8%	-4.3%	0.2%	-7.7%	-7.1%	2.6%	-0.2%
O=C(Nc1ccc(SC(F)F)cc1)c1cc(-c2ccncc2)nc2ccccc12	-5.2%	3.1%	·	·	0.0%[50 µM]	·	·	·	2.5%
CCCCNC(=O)c1ccccc1C(=O)NCCCC	0.8%	9.8%	-3.8%	5.2%	0.7%	9.2%	8.5%	1.5%	1.3%
CCOc1cc(/C=N/NC(=O)c2ccc(O)cc2)ccc1Oc1nc(Cl)ncc1F	8.9%	10.8%	18.0%	6.4%	-0.1%	1.1%	-4.1%	-0.8%	2.0%
CCc1ccc(NC(=O)c2cc(-c3ccc(OC)cc3)on2)cc1	-3.2%	0.0%	9.2%	-12.7%	-0.7%	-0.8%	-1.5%	-1.8%	0.8%
O=C(Nc1ccc(N2CCN(C(=O)c3cccs3)CC2)c(Cl)c1)c1cccnc1	2.4%	-13.0%	12.5%	3.6%	-0.2%	1.2%	1.9%	-0.1%	9.1%
CN1C2CCC1/C(=C\c1ccccc1F)C(=O)/C2=C/c1ccccc1F	-7.1%	7.3%	-17.3%	6.0%	0.9%[50 µM]	3.3%	6.3%	-0.4%	1.6%
Cc1cc(=O)n(C)c(=O)n1CCCNc1ccccc1	-2.1%	11.4%	5.8%	-4.9%	-0.7%	-3.0%	12.2%	0.8%	1.5%
CC(C)CCNC(=O)C(C)N(Cc1ccc(F)cc1)C(=O)c1ccc(CN2CCOCC2)o1 (configuration not stated)	-1.5%	3.2%	15.6%	-4.4%	0.4%	1.7%	10.1%	-0.4%	3.5%
O=C(Nc1ccc(S(=O)(=O)NCC2CCCO2)cc1)C1CC(=O)N(c2ccccc2)C1 (configuration not stated)	-10.8%	6.4%	9.3%	-8.1%	-0.1%	-1.4%	6.7%	0.0%	0.8%
CCCSc1nc2cc(C)c(C)cc2n1CC(O)CO (configuration not stated)	0.9%	5.0%	16.8%	-8.2%	0.1%	3.6%	3.8%	0.8%	2.5%
CCc1ccc(S(=O)(=O)N/N=C\c2ccc3c(c2)OCO3)cc1	0.0%	9.2%	8.5%	-0.5%	-0.2%	-7.2%	-7.1%	1.2%	1.5%
NC(=O)CC(NC(=O)c1ccc(Br)cc1)c1ccc(N2CCCCCC2)c([N+](=O)[O-])c1 (configuration not stated)	2.4%	3.3%	9.7%	-15.3%	-0.3%	-1.9%	-7.5%	-2.1%	3.6%
COc1ccc(C(=O)C2CCN(CC(=O)Nc3ccccc3F)CC2)cc1	0.8%	5.4%	0.3%	1.3%	0.2%	-2.4%	-18.3%	-0.7%	-0.5%
Cc1ccc(C2(c3noc(CN4CCOCC4)n3)CCCC2)cc1	1.7%	8.7%	12.9%	0.7%	0.4%	-1.9%	6.2%	-0.1%	1.3%
CC(C)(C)C1CCC(=NNC(=O)c2cc3c(s2)CCCC3)CC1 (configuration not stated)	-1.3%	6.7%	4.4%	11.4%	0.3%	-4.4%	-3.9%	-0.8%	3.5%
CCC(C)N(C)C1CCN(C(=S)Nc2ccc(OC)cc2)CC1 (configuration not stated)	-1.6%	4.8%	8.9%	-11.0%	0.0%	-7.6%	-10.9%	0.2%	-0.8%
CCOc1ccccc1CNCCN1CCOCC1	-12.0%	4.3%	17.4%	6.0%	-0.9%	2.5%	2.8%	-0.6%	2.2%
O=C(COC(=O)/C=C/c1ccc(Br)o1)Nc1ccccc1F	·	·	13.2%	4.3%	·	-1.7%	-2.0%	5.1%	-0.3%
CN(C)CCCN(C(=O)c1ccc(C(=O)c2ccccc2)cc1)c1nc2c(F)cccc2s1	-4.5%	9.1%	-0.8%	2.0%	?	-7.3%	-0.4%	0.6%	1.6%
New compounds follow
SMILES	NS5 inhibitors	Rac1 GTP hydrolysis	SV40 large T antigen	GPR55 antagonists	UTI89 phage lysis	PhoP inhibition	GPR35 arrestin U2OS	HIV fusion peptide	RSV CPE inhibition	others
COc1ccccc1C(=O)COC(=O)CNS(=O)(=O)c1ccc(NC(C)=O)cc1	-10.4%	5.7%	-5.6%	-6.2%	0.1%	5.2%	-11.4%	-1.6%	0.0%
Cc1ccc(S(=O)(=O)N2c3ccccc3NC(=O)CC2C)cc1 (configuration not stated)	-5.6%	5.1%	-4.1%	27.0%	1.8%	-3.1%	2.8%	0.1%	1.2%
CC(C)COc1ccc(C(=O)Nc2sc3c(c2C(=O)O)CC(C)(C)OC3)cc1	-3.7%	10.2%	25.9%	4.2%	-1.1%	-9.2%	13.3%	29.1%	6.5%
CC(C)CCNC(=O)C1CCC(=O)N1C(C)C (configuration not stated)	-0.8%	6.9%	6.3%	17.9%	0.6%	-4.8%	-8.5%	-4.1%	-0.3%
CC1CCCCN1CCNC(=O)c1cc2c(-c3ccccc3F)nn(C)c2s1 (configuration not stated)	-2.1%	9.5%	-2.1%	9.0%	-0.1%	21.7%	4.5%	-0.9%	-1.4%
O=S(=O)(c1cc(Cl)sc1Cl)N1CCCC1	11.5%	-14.9%	8.5%	2.2%	-1.7%	6.1%	6.1%	-0.1%	·
CCCCOc1ccc(-c2cn3ccccc3n2)cc1[N+](=O)[O-]	-0.9%	10.0%	4.0%	7.7%	0.1%	-2.7%	-0.1%	-3.2%	38.5%
COC(=O)/C(C#N)=C\c1c(OC)[nH]c2ccccc12	-10.9%	21.1%	8.8%	2.3%	0.6%	-8.0%	-2.7%	0.1%	?
CC(=O)Nc1ccc(Oc2nc(C)cc(C)n2)cc1	-9.4%	0.6%	-0.9%	1.7%	0.6%	9.9%	1.9%	-1.8%	2.3%
COc1ccc(C2=NN(CN3C(=O)C(=O)c4ccccc43)C(c3ccc(OC)cc3)C2)cc1 (configuration not stated)	12.4%	-1.4%	-1.6%	3.6%	0.0%	15.2%	-7.9%	0.0%	1.6%
COC(=O)c1sccc1NC(=O)Nc1ccccc1OC	0.0%	2.7%	23.5%	8.2%	3.8%[50 µM]	-4.0%	-1.4%	1.6%	0.7%
CC(O)CNCCCCOc1ccc(OCc2ccccc2)cc1 (configuration not stated)	-1.5%	8.7%	2.4%	5.0%	0.3%	-2.0%	13.6%	-0.5%	-3.4%
COc1ccc(Nc2nc(-c3ccccc3)c(C(=O)Nc3cccnc3)s2)cc1	2.4%	7.3%	-9.8%	-0.7%	-0.2%	6.2%	5.0%	-2.0%	0.2%
O=C(CN1C(=O)/C(=C\c2ccc(F)cc2)Oc2ccccc21)NCc1ccco1	-3.9%	7.5%	0.3%	3.4%	0.2%	-3.7%	1.4%	4.4%	0.6%
COc1ccccc1CNC(=O)c1cc(-c2ccccc2)nn1Cc1cc(C)no1	0.0%	5.1%	3.9%	·	-0.4%	·	·	·	11.5%
CC(C)CNC(=O)NC(=O)COC(=O)Cn1cnc2ccccc2c1=O	-9.6%	5.5%	7.3%	0.5%	1.2%	-4.1%	0.1%	-2.0%	4.1%
CCCCCN(C(=O)COC(=O)CSc1ccc([N+](=O)[O-])cc1)c1c(N)n(CCCC)c(=O)[nH]c1=O	0.0%	3.1%	16.3%	·	1.2%[50 µM]	-4.9%	·	·	-0.6%
O=C(CNC(=S)NC(=O)c1cccs1)c1ccccc1	4.5%	3.7%	12.7%	19.8%	2.2%[50 µM]	5.4%	-14.1%	-0.9%	2.5%
CCN(CC)S(=O)(=O)c1ccc(C)c(NC(=O)CN2CCN(Cc3ccccc3)CC2)c1	-3.5%	84.8µM*	5.3%	-0.7%	0.1%	3.3%	15.2%	-0.9%	-1.6%
Cc1cccc(NC(=O)N2CCc3ccccc3C2)c1C	-5.2%	-1.3%	16.5%	17.7%	0.0%	-2.4%	-4.8%	1.4%	0.1%
COc1ccc(OC)c(S(=O)(=O)N(C)CC(=O)O)c1	6.0%	8.6%	-0.5%	2.0%	0.1%	19.9%	-3.1%	9.2%	1.5%
CCCCCCn1c(N2CCCC2)nc2c1c(=O)[nH]c(=O)n2C	-0.7%	10.0%	7.4%	1.1%	0.2%	2.7%	-3.6%	-1.5%	0.5%
CC(C)n1nc(C(=O)OCC(=O)N2CC(=O)Nc3ccccc32)c2ccccc2c1=O	-10.1%	3.3%	-0.2%	1.6%	-0.6%	-2.1%	-6.3%	-0.2%	2.1%
C=C(C)CSC1=C(C#N)C(c2ccccc2Cl)CC(=O)N1 (configuration not stated)	-14.3%	9.4%	3.6%	-1.7%	0.0%	6.0%	12.1%	-1.0%	·	NS5 inhibitors pilot replicate=5.0

Three entries drawn at random from those above, as already listed:
SMILES	NS5 inhibitors	Rac1 GTP hydrolysis	SV40 large T antigen	GPR55 antagonists	UTI89 phage lysis	PhoP inhibition	GPR35 arrestin U2OS	HIV fusion peptide	RSV CPE inhibition	others
COc1ccccc1C(=O)COC(=O)CNS(=O)(=O)c1ccc(NC(C)=O)cc1	-10.4%	5.7%	-5.6%	-6.2%	0.1%	5.2%	-11.4%	-1.6%	0.0%
C=C(C)CSC1=C(C#N)C(c2ccccc2Cl)CC(=O)N1 (configuration not stated)	-14.3%	9.4%	3.6%	-1.7%	0.0%	6.0%	12.1%	-1.0%	·	NS5 inhibitors pilot replicate=5.0
COC(=O)c1sccc1NC(=O)Nc1ccccc1OC	0.0%	2.7%	23.5%	8.2%	3.8%[50 µM]	-4.0%	-1.4%	1.6%	0.7%

Bioassay records as filed in PubChem BioAssay.
